Screens (PubChem)
TDP-43 yeast inh: rescues yeast growth from TDP-43 toxicity. Potency, µM (doses to about 46.1 µM), without a hit: at the highest dose growth rescue (activation), hits mostly activators. actives 1.8% (n = 410,000). TDP-43 expressing yeast growth rescue, BacTiter-Glo, 24 h; note: potency is the fitted concentration of half-maximal effect; % of control where 0% means no effect; nearly all actives have a fitted effect of over 50% in size
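Growth rescue of TDP-43-toxic yeast measured as ATP luminescence (BacTiter-Glo). Cells grown to mid-log in raffinose, induced in galactose at OD600=0.02, exposed to compound 24 hr at 30 deg C.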
aSyn rescue: inhibitors of alpha-synuclein toxicity in yeast; Yeast expressing alpha-synuclein, growth rescue, BacTiter-Glo, 24 h; Potency, µM (top dose mostly 46.1 µM), inactives show at the highest dose growth rescue (activation), hits mostly activators; actives 0.14% (n = 370,000); AID 652106; note: potency is the fitted concentration of half-maximal effect; % of control where 0% means no effect; nearly all actives have a fitted effect of over 65% in size
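Galactose-induced alpha-syn yeast (OD600=0.02, raffinose-pregrown) + pinned cpd, 24 hr, 30 deg C; growth by BacTiter-Glo luminescence. Growth restoration scores as activation.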
FUS suppressor: FUS proteinopathy suppression in yeast; S. cerevisiae FUS-expressing, growth rescue, OD600, 24 h; Potency, µM (highest dose often 76.6 µM), without a hit: at the highest dose growth rescue (activation), hits mostly activators; actives 0.24% (n = 390,000);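 note: potency is the fitted concentration of half-maximal effect; plate controls were DMSO vehicle for no effect and reference control for full effect; nearly all actives have a fitted effect of over 55% in size; some results filed as inactive show a strong effect at the top dose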
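Yeast FUS proteinopathy model; galactose-induced FUS (2%), starting OD 0.005. Cpds in dilution series, 24hr, 30C, 99% humidity. Abs 600 nm growth. Pos ctrl CP55940 (top 92uM final); neg ctrl DMSO.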
GLP-1R agonist: GLP-1 receptor (human) agonism; HEK293 GLP-1R CRE-luciferase, luminescence, 4-6 h; cells express a hypersensitive GLP-1R form; Potency, µM (series often up to 45.6 µM), for inactives: at the top dose activation, most hits filed as activators; actives 0.007% (n = 380,000); note: potency is the fitted concentration of half-maximal effect; % of control where 0% means no effect
Target sequence (P43220 whole entry, looked up): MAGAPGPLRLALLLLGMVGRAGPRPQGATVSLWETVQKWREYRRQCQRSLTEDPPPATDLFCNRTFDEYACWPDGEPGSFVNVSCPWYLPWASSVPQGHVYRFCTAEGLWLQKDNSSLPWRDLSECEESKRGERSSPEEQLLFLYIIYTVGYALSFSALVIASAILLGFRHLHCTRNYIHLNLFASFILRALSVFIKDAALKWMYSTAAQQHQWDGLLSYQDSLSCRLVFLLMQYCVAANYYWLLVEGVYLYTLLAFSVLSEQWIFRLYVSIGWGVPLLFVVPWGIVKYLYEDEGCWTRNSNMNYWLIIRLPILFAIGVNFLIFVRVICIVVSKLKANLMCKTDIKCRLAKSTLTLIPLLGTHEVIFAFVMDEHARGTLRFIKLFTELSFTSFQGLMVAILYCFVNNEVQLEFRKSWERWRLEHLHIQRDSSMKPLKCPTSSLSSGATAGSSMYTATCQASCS
Akt phos inh: Akt phosphorylation inhibition; actives 0.32% (n = 360,000); Neuro2A IGF-stimulated pAkt S473 HTRF, 20 min; stronger effect = lower value; AID 651550; activity change, % for hits at 50 µM; in the data active = activity change below about -80%; inconclusive = mostly about -51% to -80%; note: % is set by controls: 0 for no effect and ±100 for the full control effect
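Neuro2A cells (4,500/well, DMEM with 0.5% FBS) were treated with compound at a single 50 µM final concentration, stimulated with 6 nM IGF for 20 min at 37 °C, and lysed. Phospho-Akt Ser473 was read by HTRF as 665/615 ratio ×10^4.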
GLP-1R inv ag: GLP-1 receptor (human) inverse agonism; Potency, µM (series often up to 38.3 µM), without a hit: top-dose activity change, negative = inhibition, actives largely listed as inhibitors; AID 624417; HEK293 GLP-1R CRE-luciferase, luminescence, 24 h; GLP-1R form is constitutively active; actives 1.6% (n = 410,000); note: potency is the fitted concentration of half-maximal effect; % is set by controls: 0 for no effect and ±100 for the full control effect; nearly all actives have a fitted effect of over 55% in size
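GLP-1R inverse agonism mode: basal reporter luminescence in engineered HEK293 cells measured after one day of compound exposure at 37 deg C, with a 12 min room-temperature detection step.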
PTHR1 ag: agonists of human PTHR1 parathyroid hormone receptor; Q03431; HEK293 GP2 PTHR1 cells, GloSensor cAMP luminescence, 1 h; Potency, µM (series often up to 115 µM), without a hit: at the top dose activation, usual class: activators; actives 0.075% (n = 410,000); AID 743266; note: potency is the fitted concentration of half-maximal effect; nearly all actives have a fitted effect of over 55% in size; some results filed as inactive show a strong effect at the top dose; inactives centre near -15; many of its hits are not listed in these tables
Target sequence (Q03431 whole entry, looked up): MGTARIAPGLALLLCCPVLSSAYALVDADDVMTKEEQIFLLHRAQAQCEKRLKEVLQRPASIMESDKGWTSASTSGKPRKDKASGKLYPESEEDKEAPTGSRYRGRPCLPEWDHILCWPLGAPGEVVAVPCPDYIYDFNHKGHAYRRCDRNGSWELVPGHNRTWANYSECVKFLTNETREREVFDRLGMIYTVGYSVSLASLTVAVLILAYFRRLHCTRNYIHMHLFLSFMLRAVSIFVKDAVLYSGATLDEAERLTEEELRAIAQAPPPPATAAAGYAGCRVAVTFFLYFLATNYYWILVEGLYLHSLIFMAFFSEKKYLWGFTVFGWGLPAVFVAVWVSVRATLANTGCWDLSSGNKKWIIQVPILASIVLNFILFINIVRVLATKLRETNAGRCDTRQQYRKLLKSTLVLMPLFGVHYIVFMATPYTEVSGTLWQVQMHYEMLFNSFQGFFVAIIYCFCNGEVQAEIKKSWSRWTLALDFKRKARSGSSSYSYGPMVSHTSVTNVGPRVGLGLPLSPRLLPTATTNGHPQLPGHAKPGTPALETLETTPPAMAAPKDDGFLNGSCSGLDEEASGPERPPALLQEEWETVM
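HEK-293-derived GP2 cells expressing PTHR1 and a GloSensor cAMP reporter, 3,000/well, plated overnight, given luciferin plus IBMX (each 0.5 mM as added) for 1 h at 37 °C, then compound for 1 h at 37 °C. Luminescence was read after 15 min at room temperature.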
DRD3 antagonist: D3 dopamine receptor (human) antagonism; P35462; D3R cells, DiscoveRx beta-arrestin luminescence, antagonist mode; stronger effect = lower value; max response, negative = inhibition, %; actives 2.5% (n = 360,000); AID 652054; in the data active = max response below about -50%; inconclusive = no clear call, values can overlap the other calls; note: % is set by controls: 0 for no effect and ±100 for the full control effect; mostly tested at two doses, the higher about 12 µM
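Cells expressing the human receptor were seeded at 1500 cells/well, incubated overnight at 37 degrees C in 5% CO2, then exposed to library compounds with dopamine controls for 90 minutes at 37 degrees C before luminescent detection.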
Abeta yeast res: compounds reversing amyloid beta toxicity in yeast | Potency, µM (series often up to 46.1 µM), inactives show at the top dose growth rescue, hits mostly activators | yeast expressing A-beta42, growth rescue, OD600, 48 h; response scale: 0% DMSO, 100% iron-clioquinol control | actives 0.063% (n = 410,000); note: potency is the fitted concentration of half-maximal effect; nearly all actives have a fitted effect of over 55% in size
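Growth rescue measured by 600 nm absorbance after 48 h yeast culture at 30 C with compound. Values normalized between DMSO and an equimolar ferric chloride plus clioquinol control.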
* hit, by the source's call; i = inactive; ? = inconclusive; nt = not tested or not shown; [ ] = another dose, or the depositor's remark. Unless noted, calls come from the whole dose curve; as a rule, active = well fitted curve in the direction sought with a large enough effect; inconclusive = small, poorly fitted or top-dose-only effect, or another doubt; inactive = no such curve, though single readings can be large; an effect the other way counts as inactive or inconclusive. The list is partial; rates above refer to the full screens.

Assay codes – A = TDP-43 yeast inh; B = aSyn rescue; C = FUS suppressor; D = GLP-1R agonist; E = Akt phos inh; F = GLP-1R inv ag; G = PTHR1 ag; H = DRD3 antagonist; I = Abeta yeast res
CC(C)c1ccc(C(=O)N2CCCCC2c2cc(C(=O)NCc3cccnc3)no2)cc1 (configuration not stated)
  A = 8%; B = -1%; C = 4%; D = -5%; E = i; F = 19%; G = i; H = 0; I = -11%
CCC(C(=O)NC1CCCCC1)n1c2ccccc2c2nc(=O)cc(C)n21 (configuration not stated)
  A = 13%; B = -1%; C = -16%; D = -6%; E = i; F = -3%; G = i; H = 7; I = 3%
COc1ccc(C(=O)n2nc(C)cc2C)cc1Br
  A = 4%; B = -1%; C = 17%; D = 15%; E = i; F = 2%; G = 19%[57.5 µM]; H = ?; I = 8%
COc1ccc(NC(=O)CN(C)C(=O)c2ccc(=O)[nH]c2)cc1
  A = 6%; B = -1%; C = 7%; D = 4%; E = i; F = 5%; G = i; H = 12; I = -2%
CCOC(=O)c1cccc(Nc2ncnc3ccccc23)c1
  A = 6%; B = 0%; C = -5%; D = 5%; E = i; F = 6%; G = -18%; H = -8; I = 4%
COC(=O)c1sccc1NS(=O)(=O)c1ccccc1
  A = -20%; B = 0%; C = 10%; D = -4%; E = i; F = ?; G = -12%; H = -2; I = 6%
CSc1cccc(NC(=O)CCC(=O)O)c1
  A = 0%; B = -6%; C = 6%; D = 0%; E = i; F = -2%; G = -1%; H = 5; I = -25%
N#C/C(=C\N1CCOCC1)C(N)=O
  A = -14%; B = 2%; C = -7%; D = 7%; E = i; F = 0%; G = i; H = -9; I = -5%
N#Cc1ccccc1NC(=O)CC1CCCCC1
  A = 12%; B = 8%; C = 4%; D = -2%; E = i; F = -2%; G = i; H = 7; I = 13%
Cc1cc(C)cc(NC(=O)[C@H](Cc2c[nH]c3ccccc23)NC(=O)[C@@H]2Cc3ccccc3CN2)c1
  A = -4%; B = 0%; C = 7%; D = 0%; E = i; F = ?; G = -25%; H = -15; I = -14%
CCCNC(=O)CCc1c(C)nc2c(c(C)nn2-c2ccccc2)c1C
  A = 0%; B = 2%; C = 18%; D = 0%; E = i; F = 3%; G = i; H = 13; I = -2%
CC(=O)N1CCCc2cc(S(=O)(=O)N3CCC(C(=O)NCc4ccc(N(C)C)cc4)CC3)ccc21
  A = 12%; B = nt; C = 10%; D = nt; E = nt; F = -4%; G = -27%; H = nt; I = 14%
COc1cc(Cl)c(C)cc1NC(=O)COc1ccc(C)nc1[N+](=O)[O-]
  A = 25%; B = 14%; C = -7%; D = 0%; E = i; F = -12%; G = i; H = 30; I = 7%
COC(=O)C1C(=O)NC(SC)=C(C#N)C1c1ccccc1 (configuration not stated)
  A = 5%; B = 5%; C = -1%; D = 21%; E = i; F = 12%; G = i; H = -6; I = -1%
O=c1c(=O)n(-c2ccc(F)c(F)c2)ccn1Cc1ccc(F)cc1Cl
  A = 9%; B = nt; C = -5%; D = nt; E = nt; F = 11%; G = 5%; H = nt; I = -4%
CC(C)(C)NC(=O)COC(=O)c1ccc(O)cc1
  A = -19%; B = -1%; C = 17%; D = -1%; E = i; F = 10%; G = -67%[inhibitor][57.5 µM]; H = 11; I = -7%
CC(NC(=O)COC(=O)c1c[nH]c2ccccc12)c1ccccc1 (configuration not stated)
  A = -6%; B = 1%; C = 6%; D = 4%; E = i; F = ?; G = i; H = 10; I = -6%
O=c1ccc(-c2ccccc2)nn1Cc1c(F)cccc1Cl
  A = 21%; B = nt; C = 40%; D = nt; E = nt; F = -15%; G = -10%; H = nt; I = -18%
CC1CCCN(c2ccc(C(=O)NCC3CCCO3)cn2)C1 (configuration not stated)
  A = -9%; B = 6%; C = 19%; D = -11%; E = i; F = 92%[activator]; G = i; H = -3; I = 8%
CN(C)c1ccc(NC(=O)CSc2nnc(C3CCCCC3)n2N)cc1
  A = -10%; B = -6%; C = -10%; D = -1%; E = i; F = 13%; G = -17%; H = -1; I = 4%
Cn1cc(CN2CCCC(CO)(Cc3cccc(Cl)c3)C2)cn1 (configuration not stated)
  A = 6%; B = -6%; C = -4%; D = -2%; E = i; F = -8%; G = ?; H = -24; I = 1%
O=C(Cn1nc(C(F)(F)F)c2c1CCCC2)N1CCOCC1
  A = -11%; B = 2%; C = -6%; D = 11%; E = i; F = 5%; G = i; H = 9; I = 13%
O=C(NCc1cccnc1)c1cccc(C(F)(F)F)c1
  A = 0%; B = -2%; C = 2%; D = -7%; E = i; F = 2%; G = -8%; H = -9; I = -15%
COc1ccc(-n2ccnc(SCC(=O)NC3CCCC3)c2=O)cc1OC
  A = -2%; B = -3%; C = 25%; D = -1%; E = i; F = 12%; G = -31%[inhibitor]; H = -28; I = 1%
CCC(=O)Nc1cc2c(C)cc(=O)oc2cc1C
  A = 1%; B = 3%; C = 25%; D = -2%; E = i; F = 0%; G = i; H = 8; I = 12%

3 compounds picked at random from the list so far:
Assay codes – A = TDP-43 yeast inh; B = aSyn rescue; C = FUS suppressor; D = GLP-1R agonist; E = Akt phos inh; F = GLP-1R inv ag; G = PTHR1 ag; H = DRD3 antagonist; I = Abeta yeast res
O=c1c(=O)n(-c2ccc(F)c(F)c2)ccn1Cc1ccc(F)cc1Cl
  A = 9%; B = nt; C = -5%; D = nt; E = nt; F = 11%; G = 5%; H = nt; I = -4%
CSc1cccc(NC(=O)CCC(=O)O)c1
  A = 0%; B = -6%; C = 6%; D = 0%; E = i; F = -2%; G = -1%; H = 5; I = -25%
CC(C)(C)NC(=O)COC(=O)c1ccc(O)cc1
  A = -19%; B = -1%; C = 17%; D = -1%; E = i; F = 10%; G = -67%[inhibitor][57.5 µM]; H = 11; I = -7%

Going on with the list:
Assay codes – A = TDP-43 yeast inh; B = aSyn rescue; C = FUS suppressor; D = GLP-1R agonist; E = Akt phos inh; F = GLP-1R inv ag; G = PTHR1 ag; H = DRD3 antagonist; I = Abeta yeast res
O=C(COC(=O)c1cn(-c2ccccc2)nc1-c1cccs1)NC1CC1
  A = -3%; B = -6%; C = 15%; D = 0%; E = i; F = ?; G = -8%[57.5 µM]; H = -11; I = -4%
CC(=O)Nc1ccc(CNc2nc(NC(C)C)nc3ccsc23)cc1
  A = 17%; B = 1%; C = -5%; D = -2%; E = i; F = 3%; G = -25%; H = -7; I = -8%
O=C(c1ccc(Cl)cc1)[C@@H]1[C@@H]2C(=O)N(c3cccc4ccccc34)C(=O)[C@@H]2C2c3ccccc3C=NN21 (some centres not stated)
  A = 15%; B = 0%; C = ?; D = -2%; E = i; F = -29%; G = 5%; H = -15; I = 30%
CC1(C(=O)Nc2cccc(Oc3ccccc3)c2)CCN1Cc1ccccc1Cl (configuration not stated)
  A = ?; B = -3%; C = 18%; D = 2%; E = i; F = 10µM*; G = -23%; H = 12; I = 16%
COC(=O)c1ccc(Nc2cc(C)nc(-c3ccccc3O)n2)cc1
  A = 13%; B = 0%; C = 4%; D = 8%; E = -86%*; F = 0%; G = i; H = 6; I = 2%
CCOC(=O)c1cnn(-c2ccccc2)c1-n1cccc1C(=O)C(=O)Nc1ccccc1C(F)(F)F
  A = -2%; B = -1%; C = -24%; D = -1%; E = i; F = ?; G = i; H = ?; I = 11%[9.22 µM]
COc1cccc(C(=O)NCC(=O)N/N=C(\C)Cc2ccccc2)c1
  A = 6%; B = 1%; C = 2%; D = 4%; E = i; F = 15%; G = i; H = -1; I = 12%
O=C(CNS(=O)(=O)c1ccc(Br)cc1)NCc1cccnc1
  A = 8%; B = -6%; C = 10%; D = 0%; E = i; F = 7%; G = -6%; H = -4; I = -11%
O=C(CSc1n[nH]c(=O)[nH]c1=O)Nc1cccc(S(=O)(=O)N2CCOCC2)c1
  A = 3%; B = 2%; C = -25%; D = 3%; E = i; F = 5%; G = 11%; H = 7; I = 9%
O=C(CNC(=O)N1CC(=O)Nc2ccccc21)Nc1ccccc1
  A = 10%; B = -2%; C = 8%; D = -3%; E = i; F = -7%; G = i; H = 17; I = 6%
Cc1cc(Cl)ccc1OCC(=O)N1CCC(c2nc3ccccc3s2)CC1
  A = ?; B = nt; C = ?; D = nt; E = nt; F = ?; G = -41%[inhibitor]; H = nt; I = -6%
CC(C)(C)NC(=O)C[C@H]1C[C@H](C(=O)N2CCCCC2)[C@@]2(CCc3ccccc3)c3[nH]c4cc(-c5ccco5)ccc4c3CCN2C1=O
  A = 16%; B = 2%; C = 34%; D = -1%; E = i; F = ?; G = -22%; H = -22; I = 1%
CC(NC(=O)CCc1c[nH]c2ccccc12)c1ccccc1 (configuration not stated)
  A = 17%; B = 2%; C = 3%; D = -5%; E = i; F = -14%; G = -56%[inhibitor]; H = 5; I = -13%
COc1ccc(C(=O)NCCNc2ccc([N+](=O)[O-])cc2)cc1
  A = 4%; B = 8%; C = -4%; D = -2%; E = i; F = -23%; G = -5%; H = -22; I = -33%[inhibitor]
NC(=O)c1ccc(NC(=O)c2ccc3c(c2)CCN3S(=O)(=O)c2ccccc2)cc1
  A = -12%; B = 0%; C = 24%; D = 10%; E = i; F = -3%; G = -7%; H = 10; I = 7%
COc1ccc2c(c1)CC=C1C2CCC2(C)C(=O)C(=NO)CC12 (configuration not stated)
  A = 11µM*; B = 6%; C = -2%; D = 21%; E = i; F = 12%; G = i; H = -27; I = -1%
Cc1ccc(OCC(=O)N/N=C/c2cn[nH]c2-c2ccc(Cl)c(Cl)c2)cc1
  A = -3%; B = -1%; C = 20%; D = 0%; E = i; F = ?; G = i; H = 23; I = -8%
CCOC(=O)CNC(=O)CSc1nnc(NC(=O)c2ccc3c(c2)OCO3)s1
  A = -5%; B = -5%; C = -7%; D = -13%; E = i; F = -25%; G = -3%; H = 7; I = 2%
COC(=O)C1(C)CC1(c1ccccc1)c1ccccc1 (configuration not stated)
  A = 5%; B = 10%; C = -37%; D = 9%; E = i; F = -12%; G = -34%; H = 8; I = 6%
